# Screens as filed in PubChem.
# esBAF inh: inhibitors of esBAF chromatin remodeling in mouse ES cells | Bmi1-luciferase knock-in reporter, 24 h; 100% = twice the neutral-well signal | reporter increase, % at 12.5 µM | 2% of 350,000 active; in the data active means activation above about 40%;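 further: 0% = median of the plate's neutral control wells and 100% = double that signal; a rise in the Bmi1 reporter signal indicates esBAF inhibition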
# FN deposit inh: fibronectin deposition inhibition; AH1F fibroblasts, Alexa488-fibronectin deposition fluorescence, overnight; inhibition, % at 12.6 µM; 0.086% of 350,000 active;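 active means mean inhibition across replicates of 30% or more, regardless of how many single replicates reach that level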;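 further: positive control wells lacked labelled fibronectin entirely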
#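 Assay system: AH1F fibroblasts / Quantity: 10000 cells per well / Medium: DMEM plus 2% serum, read in PBS / Reagent: labelled fibronectin 24 nM / Dosing: single dose, pinned / Times: 1 h cell attachment, overnight exposure to compound and label / Signal: fluorescence, ex 485 nm, em 525 nm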
# S100A4 MyoIIA: S100A4-myosin IIA interaction inhibition; inhibition, % at 10.7 µM; 0.14% of 360,000 active; AID 652163; S100A4/TAMRA-MyoIIA peptide fluorescence polarization;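 active means mean inhibition of at least 70% across replicates, with every replicate also reaching that level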
# Target sequence (P26447 whole entry, looked up): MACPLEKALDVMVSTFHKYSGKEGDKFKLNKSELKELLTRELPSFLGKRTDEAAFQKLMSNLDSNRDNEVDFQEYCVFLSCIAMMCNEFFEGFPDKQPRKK
#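 Material: S100A4 monomer (human). Medium: Calcium-containing HEPES buffer, pH 7.2. Probe or stimulus: labelled myosin peptide probe, 5 nM. Compound dosing: one concentration per compound. Timing: polarization read 5 min after assay mix addition, stable 5–60 min. Benchmarks: DMSO as neutral control, TFP as positive control.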
# Xi reactivation: activators of X-chromosome reactivation in mouse fibroblasts. XiGFP mouse fibroblasts, % GFP-positive cells imaging, 3 d; cells co-treated with 5-aza-dC sensitizer; scaled so ellipticine positive control = 100%. activation, % at 7.58 µM. AID 743238. 0.055% of 360,000 active;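 active means mean normalized replicate activation at least 10% and every replicate at or above 10%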;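 further: 0% = median of on-plate neutral control wells and 100% = ellipticine 6 µM median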
#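 System: SV40-immortalized XiGFP fibroblast cells, line 68-5-11 / Incubation: 3-day compound exposure, then 15 min fixation at room temperature / Compound: single concentration per compound, delivered by pin transfer / Buffer or medium: DMEM plus 5-aza-dC sensitizer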
# EWS-Fli inh: EWS/Fli transcriptional activity inhibition. A673 NR0B1-luciferase reporter, viability-normalised. inhibition, % at 12.6 µM. 0.67% of 350,000 active;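 active means mean inhibition of at least 50% after viability correction, with every replicate also passing that limit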;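 further: firefly luciferase signal divided by Alamar Blue viability fluorescence both relative to DMSO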
# E-sel inducer: E-selectin induction on HUVECs | 0.37% of 260,000 active | P16581 | HUVEC E-selectin immunofluorescence imaging; normalized: neutral wells 0, TNF-alpha wells 100 | activation, % at 7.58 µM;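 active means mean E-selectin-positive cell signal at least 10% of the positive control, reached in at least 60% of replicates, without over 20% cell loss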;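 further: in these data hits start at about 27%; measured in HUVEC primary endothelial cells; signal is the percent of cells scored E-selectin positive by PE staining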
# Target sequence (P16581 whole entry, looked up): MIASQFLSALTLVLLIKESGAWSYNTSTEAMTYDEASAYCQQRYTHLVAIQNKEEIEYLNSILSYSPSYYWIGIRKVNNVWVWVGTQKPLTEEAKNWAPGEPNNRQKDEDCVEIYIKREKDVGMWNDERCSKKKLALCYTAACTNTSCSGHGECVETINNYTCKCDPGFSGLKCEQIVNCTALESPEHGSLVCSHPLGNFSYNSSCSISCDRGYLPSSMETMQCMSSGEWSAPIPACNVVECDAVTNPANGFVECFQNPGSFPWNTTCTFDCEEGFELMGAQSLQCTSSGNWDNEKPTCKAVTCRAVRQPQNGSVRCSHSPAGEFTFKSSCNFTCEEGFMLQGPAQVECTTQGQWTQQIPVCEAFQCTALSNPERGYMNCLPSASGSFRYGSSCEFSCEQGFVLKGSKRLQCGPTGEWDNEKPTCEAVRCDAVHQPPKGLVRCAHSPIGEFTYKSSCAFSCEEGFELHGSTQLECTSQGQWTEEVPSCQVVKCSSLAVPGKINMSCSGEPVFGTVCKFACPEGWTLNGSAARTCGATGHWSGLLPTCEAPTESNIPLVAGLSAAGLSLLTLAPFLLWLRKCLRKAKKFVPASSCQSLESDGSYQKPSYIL
#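 Material: HUVEC primary endothelial cells; Amount: 3,000 cells per well; Dosing: single concentration; Medium: EGM-2 growth medium on 0.1% gelatin-coated wells; Read-out basis: percent E-selectin-positive cells; Signal: immunofluorescence imaging; Control set: TNF-alpha, DMSO.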
# RAD52 anneal inh: blocks human RAD52 DNA annealing | recombinant RAD52 DNA annealing, FRET fluorescence | inhibition, % at 18.7 µM | 0.46% of 360,000 active;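 active means every replicate showing at least 50% inhibition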
# RAD54 branch: inhibitors of human RAD54 branch migration; RAD54 Holliday junction branch migration, FAM/BHQ fluorescence; inhibition, % at 10.4 µM; 0.14% of 360,000 active;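 active means mean normalized replicate activity at least 40 and at least half of replicates scoring 40 or more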;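 further: 0% = median of neutral control wells and 100% = median of positive control wells; inhibitors cause a drop in the FAM fluorescence signal; in these data hits start at about 50%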
# Numbers without * were called inactive; · = no result given; & = joins results of further samples. The list is partial (hit frequency here may not be typical).
SMILES,esBAF inh,FN deposit inh,S100A4 MyoIIA,Xi reactivation,EWS-Fli inh,E-sel inducer,RAD52 anneal inh,RAD54 branch
O=C(Cc1ccccc1)N1CC2(C1)[C@H](c1ccccc1)[C@H](CO)N2Cc1cccc(F)c1,·,·,3,0.1,8,0.2,-71,·
N#CCCn1cc(C=C2C(=O)NC(=O)NC2=O)c(-c2ccccc2)n1,·,7,3,-0.1,-2,·,-21,·
O=c1[nH]c(=O)n(-c2ccc(F)cc2)c(O)c1C=NCCN1CCCCC1,-7,2,-2,-0.1,8,-0.5,-43,·
O=C(O)[C@H]1NC[C@H]2C[C@H]21,-6,-12,7,0.2,2,·,-10,10
O=[N+]([O-])c1ccccc1CN1CC=C(c2ccc(F)cc2)CC1,8,-16,-3,0.0,-23,·,-4,-1
O=C(O)C(Br)CBr (stereo not drawn),5,·,100*,·,2,·,-10,0
CCCCNC(=O)CN1C(=O)CN=C(c2ccccc2)c2ccccc21,2,9,5,0.0,6,0.9,-10,-6
FC(F)(F)c1ccc(CN2CCNCC2)cc1,·,-15,4,0.1,-11,·,-2,·
O=C(N/N=C/c1c(O)n(Cc2ccccc2)c(=O)[nH]c1=O)c1ccccc1,·,-3,·,0.0,·,-0.2,·,-1
C=CC(=O)NCNC(=O)C=C,-7,·,4,·,1,·,-1,-16

# Looked up by compound from above (4):
SMILES,esBAF inh,FN deposit inh,S100A4 MyoIIA,Xi reactivation,EWS-Fli inh,E-sel inducer,RAD52 anneal inh,RAD54 branch
O=C(Cc1ccccc1)N1CC2(C1)[C@H](c1ccccc1)[C@H](CO)N2Cc1cccc(F)c1,·,·,3,0.1,8,0.2,-71,·
O=[N+]([O-])c1ccccc1CN1CC=C(c2ccc(F)cc2)CC1,8,-16,-3,0.0,-23,·,-4,-1
O=C(O)[C@H]1NC[C@H]2C[C@H]21,-6,-12,7,0.2,2,·,-10,10
CCCCNC(=O)CN1C(=O)CN=C(c2ccccc2)c2ccccc21,2,9,5,0.0,6,0.9,-10,-6

# The listing continues:
SMILES,esBAF inh,FN deposit inh,S100A4 MyoIIA,Xi reactivation,EWS-Fli inh,E-sel inducer,RAD52 anneal inh,RAD54 branch
O=C1NC(=O)C(CCc2ccncc2)(CCc2ccncc2)C(=O)N1CCc1ccc(F)cc1,-11,-30,3,0.0,5,3.3,-19,5
COC(=O)[C@H]1[C@H](CO)[C@H]2Cn3c(ccc(-c4ccccc4F)c3=O)[C@@H]1N2Cc1ccncc1,12,·,25,0.3,-3,-0.2,123*,6
COC(=O)[C@H]1[C@H](CO)[C@H]2Cn3c(ccc(-c4ccccc4)c3=O)[C@@H]1N2CC1CCCC1,·,·,5,-0.1,2,-0.4,3,·
CCN(CC)CCN=Cc1c(O)n(Cc2ccccc2)c(=O)[nH]c1=O,-3&3,-11&-10,5,-0.1,8,-0.1,-38,-8&2
CCCNC(=O)N1[C@H]2CC[C@@H]1C(C(=O)OC)=C(c1c(C)noc1C)C2,-2,5,2,0.0,4,-0.6,-6,6
O=C(Cc1cccnc1)N1CCCCN2[C@@H](CO)[C@@H](c3ccc(C#CC4(O)CCCC4)cc3)[C@@H]2C1,5,·,98*,0.1,-21,-0.1,-4,1
Nc1ccc(C(=O)N/N=C2/CN3CCC2CC3)cc1,-5,·,-2,·,4,·,-13,-14
Cc1ccc2c(C)c3ccc4ccccc4c3c[n+]2c1,-24,-3,-5,0.5,-43,1.7,93*,·
COc1ccccc1N1C(=O)NC(=O)/C(=C/c2ccc([N+](=O)[O-])s2)C1=O,·,-11,-43,0.3,-2,4.3,-39,·
CN1CC[C@]23c4c5ccc(O)c4OC2C(O)C=CC3[C@H]1C5 (stereo partly drawn),4,·,2,·,-5,·,-1,-5
COC(=O)C1=C(c2ccc(OC)c(OC)c2)C[C@@H]2CC[C@H]1N2C(=O)NCC1CC1,-4,16,0,-0.1,8,-0.1,-7,-9
CCCCCn1c(=O)c(C(=O)NCc2ccc(Cl)cc2)c(O)c2ccccc21,-11,1,3,0.0,5,-0.5,0,-1
COC(=O)[C@H]1[C@H](CO)[C@H]2Cn3c(ccc(-c4cccc(OC)c4)c3=O)[C@@H]1N2CC1CC1,5,·,8,0.3,1,-0.1,-9,-6
CCC(=O)N1CCN(CCN=Cc2c(O)n(C)c(=O)n(C)c2=O)CC1,3,·,-3,·,·,·,-11,4
BrCC(Br)C1CCC(Br)C(Br)C1 (stereo not drawn),4,·,2,·,0,·,-4,0
Cc1nnc2n1-c1ccc(Br)cc1C(c1ccccc1Cl)=NC2,-4,·,5,·,1,·,-2,-1
COc1ccc(CN2CCCCC2c2cccnc2)cc1C (stereo not drawn),0,-1,3,·,·,·,-7,-6
CC(=O)[C@H]1CCC2C3CC[C@H]4C[C@@H](O)CC[C@]4(C)C3CC[C@@]21C (stereo partly drawn),0,-6,0,0.0,9,0.5,1,-1
C[C@]12CCC3C(CC[C@H]4C[C@@H](O)CC[C@]34C)C1C[C@@H](O)[C@@H]2O (stereo partly drawn),·,-5,-2,-0.1,-6,-0.2,1,1
Cc1cc(OC(=O)c2cccs2)c2c3c(c(=O)oc2c1)CCCC3,-3,-9,3,0.0,4,-0.9,1,·

# Part of the list above, showing only RAD54 branch, FN deposit inh and Xi reactivation:
mol | RAD54 branch | FN deposit inh | Xi reactivation
CCC(=O)N1CCN(CCN=Cc2c(O)n(C)c(=O)n(C)c2=O)CC1 | 4 | · | ·
BrCC(Br)C1CCC(Br)C(Br)C1 (stereo not drawn) | 0 | · | ·
Cc1nnc2n1-c1ccc(Br)cc1C(c1ccccc1Cl)=NC2 | -1 | · | ·

# The list goes on.
SMILES,esBAF inh,FN deposit inh,S100A4 MyoIIA,Xi reactivation,EWS-Fli inh,E-sel inducer,RAD52 anneal inh,RAD54 branch
CC(=O)OC1(C)CC(C)C(=O)C(C(O)CC2CC(=O)NC(=O)C2)C1 (stereo not drawn),-68,·,5,·,43,·,2,8
Cc1ccnc(NS(=O)(=O)c2ccc(N=Cc3c(O)n(C)c(=O)n(C)c3=O)cc2)n1,·,-3,-15,0.6,2,·,-168,·
O=c1[nH]c2cc(Cl)ccc2n1C1CCN(Cc2ccc(-c3nc4ccc(F)cc4nc3-c3ccccc3)cc2)CC1,·,-6,9,-0.1,8,-0.1,29,·
CC(C)CNc1c2c(nc3ccccc13)CCC2,-1,-2,0,0.0,13,0.6,21,19
Nc1c(C(=O)NCC2CCCO2)c2nc3ccccc3nc2n1Cc1ccco1 (stereo not drawn),-7,4,-3,-0.1,8,·,-64,-15
O=C(O)C1CC2(Cl)C(Cl)=C(Cl)C1(Cl)C2(Cl)Cl (stereo not drawn),2,-4,0,-0.1,-10,-0.1,1,-3
COC(=O)[C@H]1[C@H](CO)[C@H]2Cn3c(ccc(/C=C/c4ccccc4)c3=O)[C@@H]1N2C(=O)C1CCC1,3,·,4,0.3,-8,-0.2,6,-4
COc1ccccc1N1C(=O)CC(=O)NC1=O,1,6,-4,0.2,·,·,-60,5
COc1cc2c(cc1OC)C(C(=O)NC(C)C)C1CCCCN1C2=O (stereo not drawn),-2,7,6,-0.2,2,3.5,-7,-3
N/C(=N/[N+](=O)[O-])N1CCN(C(=O)c2ccc(Cl)cc2)CC1,·,6,0,0.0,7,·,4,·
COc1ccc(OC)c(N2C(=O)NC(=O)C(CCc3ccncc3)(CCc3ccncc3)C2=O)c1,6,·,-7,·,-5,·,1,5
CN(C)CCNC(=O)c1cccn(Cc2cc(C(F)(F)F)cc(C(F)(F)F)c2)c1=O,4,-9,-8,0.0,8,·,-13,·
O=C(O)CCCOc1ccc(Cl)cc1Cl,4,-2,-1,0.1,-3,0.0,-6,-4
C/C(=C\c1ccc(N(C)C)cc1)[N+](=O)[O-],8,·,-3,·,52*,·,-20,·
CC1CC(OC(=O)c2ccccc2)(c2ccccc2)C(C)CN1C (stereo not drawn),·,2,0,-0.1,9,0.7,5,·
COc1ccc(NC(=O)N2C[C@@H]3C[C@@H](C2)c2cccc(=O)n2C3)cc1,4,·,-4,·,-12,·,-7,4
CCCNC(=O)N1[C@H]2CC[C@@H]1C(C(=O)OC)=C(c1ccc(S(C)(=O)=O)cc1)C2,-6,-1,·,0.4,-1,0.2,·,2
O=c1oc2ccccc2c(O)c1[C@H]1c2ccc(O)cc2Oc2c1c(=O)oc1ccccc21,1,8,3,5.5,-8,-0.5,-4,-11
O=C1NCN(c2ccccc2)C12CCN(C(c1cccs1)c1nnnn1Cc1ccccc1)CC2 (stereo not drawn),-1,4,-3,0.0,-6,0.2,-8,1
CCN(CC)P(=O)(NC(=O)C(Cl)(Cl)Cl)N(CC)CC.[Cl-].[Cl-].[Cl-].[Nd+3],-8,-24&4,2&-4,0.1,-4,0.0,-2&-3,-2
CC1=C(C(=O)O)N2C(=O)[C@@H](NC(=O)CCCC(=O)O)[C@H]2SC1,0,·,-13,·,-2,·,-14,4
COC(=O)[C@@H]1[C@@H](CO)[C@@H]2Cn3c(ccc(-c4ccncc4)c3=O)[C@H]1N2S(=O)(=O)c1ccccc1C,1,·,-9,0.1,1,-1.4,2,-13
CN1[C@@H]2CC[C@H]1CC(OC(=O)C1C=Nc3ccccc31)C2 (stereo partly drawn),-1,0,-1,-0.2,-7,0.0,0,11
CCCN(CCC)C(=O)Cc1c(-c2ccc(Cl)cc2)nc2c(Cl)cc(Cl)cn12,-5,-5,2,0.0,-2,-0.4,-4,-11
C=CCN1C(=O)c2ccccc2Sc2ccc(C(=O)N3CCC4(CC3)OCCO4)cc21,17,·,-4,·,9,·,-3,2
CN(C)P1(=O)N(C)CCN1C,0,0,2,0.1,-2,0.0,22,-12
COc1ccc(OC)c(/C=N/OC(=O)Nc2ccc(Cl)cc2)c1,·,·,2,-0.3,12,·,-14,·
COC(=O)C1=C(c2ccc(S(C)(=O)=O)cc2)C[C@@H]2CC[C@H]1N2C(=O)N1CCC(C)CC1,0,9,3,0.5,1,-0.2,-4,-12
CCC1(Cc2ccccc2)C(=O)NC(=S)N(C)C1=O (stereo not drawn),·,-1,0,0.8,-5,0.0,3,·
Cc1ccc2c(c1)N(C(=O)CCC(=O)N1CCC3(CC1)OCCO3)CC(C)O2 (stereo not drawn),-4,1,-2,0.1,·,0.4,0,-17
COc1cccc(C(c2nnnn2Cc2ccccc2)N2CCC(n3c(=O)[nH]c4ccccc43)CC2)c1OC (stereo not drawn),13,-5,0,0.1,10,1.1,-7,3
COC(=O)C1=C(c2ccc(S(C)(=O)=O)cc2)C[C@@H]2CC[C@H]1N2C(=O)NCc1ccc(F)cc1,-2,5,·,0.0,1,-0.1,·,3
CC(=O)N(C)C1=Nc2ccc(Cl)cc2C(c2ccccc2)=[N+]([O-])C1,-4,3,-7,0.0,10,-0.1,-5,-5
COc1cc(CNCCc2c[nH]c3ccccc23)cc(OC)c1OC,-8,0,-9,0.2,1,0.7,-19,4
CCN1C(=O)c2ccccc2Sc2ccc(C(=O)N3CCC4(CC3)OCCO4)cc21,6,·,6,·,10,·,-10,-2
c1cncc(CNCCc2ccc3c(c2)OCO3)c1,-5,-3,-3,-0.1,-12,·,-2,-5
CC1N=C(c2ccccc2Cl)c2cc(Br)ccc2NC1=O (stereo not drawn),·,-1,1,0.0,-21,-0.2,-1,·
